Assay outcomes deposited in PubChem by several laboratories.
NR5A2 inv ag: LRH-1 (NR5A2) inverse agonists, primary screen, cell-based, luminescence, HEK293T, StAR-luciferase reporter. hit rate 0.13% among 360,000. LRH-1 transfected, 24 h. AID 602396, 2012. Nuclear receptor subfamily 5 group A member 2 (Homo sapiens), O00482. inhibition, % at 3.6 µM;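 active means inhibition above the mean inhibition of all tested compounds plus 3 SD, cut at about 73% in these data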;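 further: 0% = DMSO wells and 100% = reporter-only cells lacking LRH-1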
NOD2-RIPK2 inh: NOD2-RIPK2 binding disruptors in cells, primary screen, fluorescence, CHO cells, BLA complementation; inhibition, % at 4.98 µM; CCF4 ratio; hit rate 0.38% among 360,000; AID 624267, 2012; Receptor-interacting serine/threonine-protein kinase 2 (Homo sapiens), O43353; in the data active means inhibition above about 21%;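 further: 0% = vehicle only and 100% = reference blocker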
Target sequence (O43353 whole entry, looked up): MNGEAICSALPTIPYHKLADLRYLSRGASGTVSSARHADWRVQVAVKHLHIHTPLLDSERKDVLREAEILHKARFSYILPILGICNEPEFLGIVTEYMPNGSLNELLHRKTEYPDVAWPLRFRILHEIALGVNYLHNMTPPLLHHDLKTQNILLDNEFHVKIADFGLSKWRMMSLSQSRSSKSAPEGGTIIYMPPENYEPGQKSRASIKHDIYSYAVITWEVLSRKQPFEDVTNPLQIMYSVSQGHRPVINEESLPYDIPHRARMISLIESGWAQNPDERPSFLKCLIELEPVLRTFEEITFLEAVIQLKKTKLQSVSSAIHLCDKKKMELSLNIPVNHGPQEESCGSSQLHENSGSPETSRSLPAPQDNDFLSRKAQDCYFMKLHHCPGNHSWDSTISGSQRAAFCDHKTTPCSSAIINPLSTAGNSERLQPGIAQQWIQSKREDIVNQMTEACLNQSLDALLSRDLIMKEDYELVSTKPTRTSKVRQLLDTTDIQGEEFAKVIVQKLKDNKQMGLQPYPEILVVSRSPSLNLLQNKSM
ABHD5 PLIN5 PPI: ABHD5-PLIN5 interaction inhibitors, primary screen, cell lysate, split luciferase complementation, luminescence | hit rate 0.78% among 360,000 | Split G. princeps luciferase complementation, 4 h | inhibition, % at 4 µM | Perilipin-5 (Homo sapiens) + 1-acylglycerol-3-phosphate O-acyltransferase ABHD5 (Homo …;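 active means inhibition above the mean inhibition across every tested compound plus 3 SD, cut at about 22% in these data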;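 further: 0% = DMSO only wells and the 100% control is not disclosed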
SRC1 inh: SRC1 coactivator transcriptional activity inhibitors, primary screen, cell-based, luminescence; Nuclear receptor coactivator 1 (Homo sapiens), Q15788; HEK293 GAL4-SRC1 luciferase reporter; inhibition, % at 3.6 µM; hit rate 0.12% among 360,000; AID 588354, 2011;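 active means inhibition above the campaign mean plus 3 SD, with each screening campaign given its own cutoff, cut at about 60% in these data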;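 further: 0% = DMSO treated cells and 100% = gossypol at 36 µM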
SRC2 inh: inhibition of GAL4-SRC2 driven luciferase reporter, primary screen, SRC2 inhibitor project, cell-based, luminescence | Nuclear receptor coactivator 2 (Homo sapiens), Q15596 | HEK293 GAL4-SRC2 luciferase reporter | inhibition, % at 9 µM | hit rate 0.17% among 370,000 | AID 651957, 2012;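 active means inhibition above the mean inhibition of all tested compounds plus 3 SD, set per campaign, cut at about 52% in these data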;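 further: 0% = DMSO treated cells and 100% = cells given Gossypol at 36 µM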
COUP-TFII inh: NR2F2 transcriptional activity inhibitors, primary screen, cell-based, luciferase reporter, HEK293T, luminescence; COUP transcription factor 2 (Homo sapiens), P24468; HEK293T NGFI-A luciferase reporter; inhibition, % at 8.6 µM; hit rate 0.7% among 370,000; AID 686940, 2013;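 active means inhibition above a per-plate cutoff, mean inhibition of test wells between control levels plus 3 SD, cut at about 38% in these data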;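 further: cells cotransfected with COUP-TFII expression vector driving the NGFI-A reporter; 0% = median of COUP-TF2 test wells and 100% = reporter-only cells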
Target sequence (P24468 whole entry, looked up): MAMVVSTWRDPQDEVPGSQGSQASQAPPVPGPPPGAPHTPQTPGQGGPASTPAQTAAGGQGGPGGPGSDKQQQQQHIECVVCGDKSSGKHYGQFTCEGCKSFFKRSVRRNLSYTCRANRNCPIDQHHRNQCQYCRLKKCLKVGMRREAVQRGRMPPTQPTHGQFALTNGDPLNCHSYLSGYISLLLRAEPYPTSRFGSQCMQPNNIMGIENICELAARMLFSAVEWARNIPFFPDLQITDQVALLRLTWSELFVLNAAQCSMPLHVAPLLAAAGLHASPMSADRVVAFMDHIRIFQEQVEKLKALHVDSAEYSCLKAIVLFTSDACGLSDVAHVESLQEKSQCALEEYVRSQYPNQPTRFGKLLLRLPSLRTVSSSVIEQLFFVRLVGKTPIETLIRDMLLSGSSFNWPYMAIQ
SRC3 inh: SRC3 coactivator transcriptional activity inhibitors, primary screen, cell-based, luminescence | inhibition, % at 3.6 µM | HEK293 GAL4-SRC3 luciferase reporter | Nuclear receptor coactivator 3 (Homo sapiens), Q9Y6Q9 | hit rate 0.17% among 360,000;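 active means inhibition above a per-campaign cutoff, the mean of all compounds plus 3 SD, cut at about 60% in these data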;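 further: 0% = DMSO-treated cells and 100% = gossypol-treated cells at 36 µM; higher means less SRC3-driven luciferase light from the GAL4 reporter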
TWEAK Fn14 block: inhibitors of TWEAK-Fn14 signaling, primary screen, luciferase reporter cells, uHTS; TWEAK-stimulated Fn14 reporter cells, luciferase luminescence, 8 h; inhibition, % at 10 µM; hit rate 2% among 360,000; AID 1159606, 2016; in the data active means inhibition above about 50%
Granule exo inh: LAMP-1 surface exposure blockers, TALL-104 cells – cell-based, flow cytometry, MLPCN library, primary screen | AID 651702, 2012 | inhibition, % at 10 µM | hit rate 0.66% among 360,000 | TALL-104 LAMP-1 surface exposure; cells stimulated with thapsigargin and PMA;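 active means inhibition above about 55%, limit read from the data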
TLR9-MyD88 block: inhibitors of TLR9-MyD88 association in cells, primary screen, cell-based, CHO, BLA complementation, fluorescence; Toll-like receptor 9 (Homo sapiens) + Myeloid differentiation primary response protein …; CCF4 FRET ratio; inhibition, % at 4.98 µM; hit rate 0.21% among 340,000; AID 504734, 2011;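 active means inhibition above the mean over all tested compounds plus 3 SD, cut at about 21% in these data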;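 further: 0% = DMSO only wells and 100% = clavulanate BLA inhibitor control wells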
TROY NFkB inh: inhibitors of TROY-driven NF-kB signaling, primary screen, Q293 LMP1-TROYcd cells, NF-kB luciferase, uHTS | hit rate 0.98% among 360,000 | inhibition, % at 10 µM | AID 1347056, 2019 | Q293 LMP1-TROYcd NF-kB luciferase reporter, 4 h;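 active means compounds whose plate-normalised and pattern-corrected inhibition of the luciferase reporter signal at the single screening dose is 50% or more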
* = called active by the depositor. The list is partial, so the mix of outcomes need not match the whole.

`CN(CC(=O)Nc1cc(S(=O)(=O)N2CCCCCC2)ccc1Cl)Cc1ccc2c(c1)OCO2` gave NR5A2 inv ag -2, NOD2-RIPK2 inh -11, ABHD5 PLIN5 PPI -11, SRC1 inh -24, SRC2 inh 17, COUP-TFII inh 21, SRC3 inh 18, TWEAK Fn14 block 12, Granule exo inh -17, TLR9-MyD88 block -8 and TROY NFkB inh 8.
CC(=O)Nc1ccc2c(c1)OCCO2 was read as NR5A2 inv ag 8, NOD2-RIPK2 inh 6, ABHD5 PLIN5 PPI 0, SRC1 inh 4, SRC2 inh -2, COUP-TFII inh -6, SRC3 inh -13, TWEAK Fn14 block 6, Granule exo inh 6, TLR9-MyD88 block 2 and TROY NFkB inh 7.
`CCN1C(=O)CC(N2CCC(c3nc4ccccc4[nH]3)CC2)C1=O` (stereo unspecified) gave NR5A2 inv ag 8, NOD2-RIPK2 inh 0, ABHD5 PLIN5 PPI -1, SRC1 inh 15, SRC2 inh 13, COUP-TFII inh -3, SRC3 inh 19, TWEAK Fn14 block -11, Granule exo inh -1, TLR9-MyD88 block 1 and TROY NFkB inh 6.
O=C(c1ccccc1C(=O)N1CCN(c2ccccc2)CC1)N1CCN(c2ccccc2)CC1 was read as NR5A2 inv ag 2, NOD2-RIPK2 inh 2, ABHD5 PLIN5 PPI -1, SRC1 inh -27, SRC2 inh -32, COUP-TFII inh 14, SRC3 inh -11, TWEAK Fn14 block 10, Granule exo inh 4, TLR9-MyD88 block -18 and TROY NFkB inh -18.
`COCCNC(=O)CN1C(=O)NC(c2ccccc2)(c2ccccc2)C1=O` gave NR5A2 inv ag 15, NOD2-RIPK2 inh -4, ABHD5 PLIN5 PPI 2, SRC1 inh 1, SRC2 inh -4, COUP-TFII inh 14, SRC3 inh 7, TWEAK Fn14 block 7, Granule exo inh -7, TLR9-MyD88 block -5 and TROY NFkB inh -6.
CCOC(=O)c1cccc(NC(=O)N2CCOCC2)c1 was read as NR5A2 inv ag 0, NOD2-RIPK2 inh -6, ABHD5 PLIN5 PPI 1, SRC1 inh -1, SRC2 inh 13, COUP-TFII inh 0, SRC3 inh 22, TWEAK Fn14 block 0, Granule exo inh 0, TLR9-MyD88 block -1 and TROY NFkB inh 9.
CC(=O)Oc1ccc(C(=O)Nc2cccnc2)cc1 was read as NR5A2 inv ag -7, NOD2-RIPK2 inh -8, ABHD5 PLIN5 PPI 0, SRC1 inh -4, SRC2 inh -9, COUP-TFII inh -3, SRC3 inh -2, TWEAK Fn14 block -29, Granule exo inh 10, TLR9-MyD88 block -7 and TROY NFkB inh 31.
CCOc1ccc(C(=O)C(c2ccccc2)N2CCOCC2)cc1 (stereo unspecified) was read as NR5A2 inv ag 1, NOD2-RIPK2 inh -4, ABHD5 PLIN5 PPI -4, SRC1 inh -2, SRC2 inh 7, COUP-TFII inh -7, SRC3 inh 21, TWEAK Fn14 block -7, Granule exo inh 2, TLR9-MyD88 block 5 and TROY NFkB inh 12.
O=C(NCc1cccnc1)Nc1cccc(NC(=O)NCc2cccnc2)c1 was read as NR5A2 inv ag 9, NOD2-RIPK2 inh -5, ABHD5 PLIN5 PPI 3, SRC1 inh -3, SRC2 inh -21, COUP-TFII inh 9, SRC3 inh 5, TWEAK Fn14 block 16, Granule exo inh -2, TLR9-MyD88 block -3 and TROY NFkB inh 6.
Screening CCOC(=O)N1CCC(Nc2c(NCCN3CCN(Cc4ccccc4)CC3)c(=O)c2=O)CC1 returned NR5A2 inv ag -9, NOD2-RIPK2 inh -2, ABHD5 PLIN5 PPI -11, SRC1 inh -5, SRC3 inh 5, TWEAK Fn14 block 10, Granule exo inh -2, TLR9-MyD88 block -4 and TROY NFkB inh 1.
Nc1ccc(-n2c(N)c(C(=O)NCc3ccc4c(c3)OCO4)c3nc4ccccc4nc32)cc1 was read as NR5A2 inv ag 16, NOD2-RIPK2 inh 5, ABHD5 PLIN5 PPI 18, SRC1 inh 5, SRC2 inh 26, COUP-TFII inh 23, SRC3 inh 19, TWEAK Fn14 block -42, Granule exo inh -5, TLR9-MyD88 block -4 and TROY NFkB inh -6.
`Cc1ccc(Cl)c(OCC(=O)NCc2ccco2)c1` gave NR5A2 inv ag -20, NOD2-RIPK2 inh -2, ABHD5 PLIN5 PPI 5, SRC1 inh -88, SRC2 inh -17, COUP-TFII inh -7, SRC3 inh 4, TWEAK Fn14 block 22, Granule exo inh -5, TLR9-MyD88 block 0 and TROY NFkB inh 2.
Screening CC1CCN(C(=O)CN2C(=O)NC(C)(c3ccc4ccccc4c3)C2=O)CC1 (stereo unspecified) returned NR5A2 inv ag 6, NOD2-RIPK2 inh -4, ABHD5 PLIN5 PPI -6, SRC1 inh -5, SRC2 inh 18, COUP-TFII inh -21, SRC3 inh 20, TWEAK Fn14 block -8, Granule exo inh -2, TLR9-MyD88 block 7 and TROY NFkB inh -11.
Screening Cn1c(=O)c(-c2ccccc2N)nc2ccccc21 returned NR5A2 inv ag -14, NOD2-RIPK2 inh 7, ABHD5 PLIN5 PPI 8, SRC1 inh -50, SRC2 inh -34, COUP-TFII inh -19, SRC3 inh -3, TWEAK Fn14 block 2, Granule exo inh -2, TLR9-MyD88 block 3 and TROY NFkB inh 0.
`O=C(O)c1ccccc1NS(=O)(=O)c1ccc2c(c1)OCCO2` gave NR5A2 inv ag -3, NOD2-RIPK2 inh -5, ABHD5 PLIN5 PPI 4, SRC1 inh 10, SRC2 inh -32, COUP-TFII inh -14, SRC3 inh -7, TWEAK Fn14 block -7, Granule exo inh -2, TLR9-MyD88 block -5 and TROY NFkB inh 9.
O=C(c1ccc(=O)n(Cc2ccccc2)n1)N1CCN(C/C=C/c2ccccc2)CC1 was read as NR5A2 inv ag 42, NOD2-RIPK2 inh -12, ABHD5 PLIN5 PPI 4, SRC1 inh 4, SRC2 inh -4, COUP-TFII inh 0, SRC3 inh 17, TWEAK Fn14 block 18, Granule exo inh 4, TLR9-MyD88 block 3 and TROY NFkB inh 4.
For Cc1ccc(Sc2ncccc2C(=O)NCC(c2ccc(F)cc2)N2CCOCC2)c(C)c1 (stereo unspecified) the results were NR5A2 inv ag 0, NOD2-RIPK2 inh 8, ABHD5 PLIN5 PPI 2, SRC1 inh -5, SRC2 inh -8, COUP-TFII inh 5, SRC3 inh 1, TWEAK Fn14 block -23, Granule exo inh -3, TLR9-MyD88 block 1 and TROY NFkB inh -10.
For Cc1ccc(-c2nc(CS(=O)(=O)CC(=O)NCCCN(Cc3ccccc3)C(C)C)c(C)o2)cc1 the results were NR5A2 inv ag -10, NOD2-RIPK2 inh -6, ABHD5 PLIN5 PPI -4, SRC1 inh -21, SRC2 inh 4, COUP-TFII inh 18, SRC3 inh -7, TWEAK Fn14 block 0, Granule exo inh 1, TLR9-MyD88 block -6 and TROY NFkB inh 16.
Screening O=C(O)CN1C(=O)/C(=C\c2ccccc2OCc2ccc(F)cc2)SC1=S returned NR5A2 inv ag -15, NOD2-RIPK2 inh 3, ABHD5 PLIN5 PPI -9, SRC1 inh 7, SRC2 inh 27, COUP-TFII inh -7, SRC3 inh 5, TWEAK Fn14 block -22, Granule exo inh -5, TLR9-MyD88 block 7 and TROY NFkB inh 8.
Screening Cc1ccc(C)c(N2CCN(C(=O)CCNC(=O)Cn3ccc4ccccc4c3=O)CC2)c1 returned NR5A2 inv ag 0, NOD2-RIPK2 inh -2, ABHD5 PLIN5 PPI 5, SRC1 inh -9, SRC2 inh 8, COUP-TFII inh 16, SRC3 inh 0, TWEAK Fn14 block 19, Granule exo inh -5, TLR9-MyD88 block 3 and TROY NFkB inh 14.
Cc1ccc(S(=O)(=O)N2[C@@H](c3ccc(C(C)(C)C)cc3)C(C(=O)O)=CC[C@H]2c2ccc(C(C)C)cc2)cc1 was read as NR5A2 inv ag 5, NOD2-RIPK2 inh -18, ABHD5 PLIN5 PPI 2, SRC1 inh 19, SRC2 inh 4, COUP-TFII inh 4, SRC3 inh 40, TWEAK Fn14 block 94*, Granule exo inh 5, TLR9-MyD88 block 5 and TROY NFkB inh 87*.
COc1ccc(C(=O)O)cc1S(=O)(=O)Nc1ccccc1Cc1ccccc1 was read as NR5A2 inv ag -18, NOD2-RIPK2 inh -4, ABHD5 PLIN5 PPI -2, SRC1 inh 14, SRC2 inh 8, COUP-TFII inh 8, SRC3 inh 1, TWEAK Fn14 block 10, Granule exo inh -1, TLR9-MyD88 block -4 and TROY NFkB inh 3.
`Cc1cccc(C(=O)Nc2ccc(C(=O)c3ccncc3)cc2)c1` gave NR5A2 inv ag 10, NOD2-RIPK2 inh 9, ABHD5 PLIN5 PPI 6, SRC1 inh 11, SRC2 inh 7, COUP-TFII inh 10, SRC3 inh 1, TWEAK Fn14 block 11, Granule exo inh -2, TLR9-MyD88 block -28 and TROY NFkB inh 3.
For CCN(CC(=O)NCc1ccc(F)cc1)C(=O)/C=C/c1ccc(OC)cc1 the results were NR5A2 inv ag 18, NOD2-RIPK2 inh 3, ABHD5 PLIN5 PPI -13, SRC1 inh -19, SRC2 inh 6, COUP-TFII inh -8, SRC3 inh 2, TWEAK Fn14 block 1, Granule exo inh -3, TLR9-MyD88 block -10 and TROY NFkB inh 16.
For O=C(CSc1nnc(Nc2ccccc2F)s1)NC1CC1 the results were NR5A2 inv ag -33, NOD2-RIPK2 inh 2, ABHD5 PLIN5 PPI 5, SRC1 inh -21, SRC2 inh -8, COUP-TFII inh -13, SRC3 inh -13, TWEAK Fn14 block 6, Granule exo inh 1, TLR9-MyD88 block 3 and TROY NFkB inh -13.
For CCOC(=O)c1ccc(N2C(=O)CC(N(Cc3ccc4c(c3)OCO4)C(=O)Nc3ccccc3)C2=O)cc1 (stereo unspecified) the results were NR5A2 inv ag 9, NOD2-RIPK2 inh 9, ABHD5 PLIN5 PPI -2, SRC1 inh 4, SRC2 inh 0, COUP-TFII inh 13, SRC3 inh 5, TWEAK Fn14 block 4, Granule exo inh 1, TLR9-MyD88 block -6 and TROY NFkB inh -10.
